NCI-60 one-dose screen, 48 h, at 10 µM unless noted. Numbers give growth in % (100 = growth as untreated, 0 = no growth, -100 = all killed).
SR = SR leukemia cells. hit rate 8.7% among 73,000
K-562 = K-562 leukemia | hit rate 7.4% among 78,000 | AID 1794777
HS 578T = HS 578T breast cancer. hit rate 4.1% among 78,000. AID 1794788
MDA-MB-231 = MDA-MB-231 breast cancer. hit rate 5% among 81,000
MCF7 = MCF7 breast cancer; hit rate 6.3% among 82,000; AID 1794796
T-47D = T-47D breast cancer; hit rate 5% among 79,000
BT-549 = BT-549 breast cancer | hit rate 4.4% among 78,000 | AID 1794793
MDA-MB-468 = MDA-MB-468 breast cancer; hit rate 8.5% among 78,000
* hit, by the source's call; nt = not tested or not shown; & = joins results of further samples; [ ] = remark or other dose. How the source made its calls: active means growth percent below 10; inactive means the rest.

SMILES	SR	K-562	HS 578T	MDA-MB-231	MCF7	T-47D	BT-549	MDA-MB-468
COc1c(O)cc(C=O)cc1[N+](=O)[O-]	96	88	87	101	99	95	106	85
CN1CCN(Cc2ccc(NC(=O)c3cncc(C#Cc4cnc5ccc(N[C@@H]6CCOC6)nn45)c3)cc2C(F)(F)F)CC1	-19*	-0.6*	-41*	-95*	-88*	-63*	-71*	-96*
CN1CCCc2cc(/C=C3\SC(=S)N(CC(=O)O)C3=O)ccc21	118	98	105	101	92	88	105	104
O=C(CN1CCNCC1)N1CCOCC1	83	97	102	110	98	102	113	117
O=C1O[C@H](C(O)CO)C(O)=C1O (some centres not stated)	nt	nt	114	99	106	107	108	91
CN1CCN(Cc2ccc(NC(=O)c3cncc(C#Cc4cnc5ccc(NCCCO)nn45)c3)cc2C(F)(F)F)CC1	-16*	0.5*	-26*	12	-35*	2.0*	-82*	-60*
c1ccc(-c2cc(-c3nnc(SCCN4CCOCC4)o3)c3ccccc3n2)cc1	84	85	100	92	95	72	90	86
N#C/C(=C\c1cccc(Br)c1)c1nc(N)nc(Nc2ccc(S(N)(=O)=O)cc2)n1	86	90	103	96	82	96	99	84
Cn1cc(-c2nn3cc(-c4ccccc4)nc3s2)c2cc(Br)ccc21	103	102	91	93	78	67	92	72
COc1cc(CNC(=O)/C=C/c2ccccc2)ccc1OCc1cn(-c2ccc(C)c(C)c2)nn1	nt	105	94	97	94	91	105	101
CC(C)Sc1nc(-c2ccccc2)c(C#N)c(N2CCN(C)CC2)n1	95	108	98	88	92	92	104	102
C=CCOC(=O)OC(C)C(=O)OCC=C (configuration not stated)	nt	105	102	100	91	106	109	103
COc1cc2oc(-c3cccc(NC(=O)c4ccc([N+](=O)[O-])cc4)c3)cc(=O)c2c(OC)c1OC	nt	39	46	56	61	nt	23	78
Fc1ccc2nc(-c3c(-c4ccccc4)nc4ncccn34)[nH]c2c1	79	60	nt	100	97	82	102	88
CC[C@]12C=CCN3CC[C@@]4(c5ccc(OC)cc5N(C)[C@H]4[C@@](O)(C(=O)OC)[C@@H]1OC(=O)CCCCOc1cc(O)c4c(=O)cc(-c5ccccc5)oc4c1)[C@@H]32	35	69	86	102	42	90	94	104
Fc1cccc(COc2ccc(Nc3ncnc4onc(-c5ccccc5)c34)cc2)c1	26	12	-17*	14	14	45	13	9.5*
O=C(Nc1ccc(-n2ccc3c(NC(=O)c4ccccc4)ncnc32)cc1)c1ccc(Cl)c(Cl)c1	37	53	nt	93	83	87	97	104
ONC(CC(O)(NO)NO)c1ccccc1 (configuration not stated)	93	117	99	114	95	106	109	101
CC(C)OC(=O)Nc1ccc(F)c(C(F)(F)F)c1	103	102	111	101	94	100	123	93
Cc1cc(=O)oc2cc3occ(CCNC(=O)c4ccccc4C(=O)O)c3cc12	93	109	nt	107	105	96	108	112
CC(=O)[C@@H]1CCC[C@H]1C	87	102	98	102	96	103	86	103
CS(=O)(=O)Nc1ccc(C(=O)NC(C(=O)NO)c2ccc(-c3ccncc3)cc2)cc1 (configuration not stated)	116	104	107	109	97	104	121	98
CCNCCCn1c2c(c3cc(OC)c(OC)cc3c1=O)C(=O)c1cc(OC)cnc1-2	nt	nt	80	16	8.0*	-0.9*	27	6.0*
Cc1ccc(-c2ccnc3c(-c4ccccc4)c(Nc4ccccc4)nn23)cc1	69	49	98	95	89	87	120	105
CCOC(=O)c1sc(/N=C2\NC(=O)/C(=C/c3ccc(OC)c(OC)c3)S2)nc1C	89	94	93	100	92	90	89	105
CC[C@H](c1ccc(O)cc1)[C@@H](CC)c1ccc(F)cc1	nt	nt	112	107	111	101	99	102
Cc1c(C(=O)NCCCC(=O)NO)sc2ncnc(Nc3ccccc3)c12	99	105	102	111	92	104	129	98
SCCc1ccccc1	82	105	112	99	104	100	107	112
CC[C@H](C)[C@H]1NC(=O)[C@@H]([C@H](O)C(C)C)NC(=O)[C@@H](C)N(C)C(=O)[C@H](C)N(C)C(=O)[C@H](CC(C)C)NC(=O)[C@H](CC(C)C)N(C)C(=O)[C@H](C)N(C)C1=O	5.8*	7.2*	5.8*	8.2*	1.7*	-6.9*	-4.5*	-5.6*
C#CCOc1ccc(C(Nc2ccc(F)cc2F)c2nnnn2C2CCCCC2)cc1 (configuration not stated)	84	93	85	81	85	79	85	85
O=C(Nc1ccc(Oc2ccc(F)cc2)c(Cl)c1)c1cccnc1	75	51	91	94	77	71	92	57
CCCSc1oc(-c2ccccc2)nc1S(=O)(=O)c1ccc(C)cc1	80	91	89	96	97	68	104	88
CC(C)CCS(=O)(=O)O	119	117	106	105	98	nt	94	94
Nc1ccc2nc(-c3ccc(-c4nc5ccc(N)cc5[nH]4)cc3)[nH]c2c1	113	114	123	93	97	74	95	62
Nc1nc(N(Cc2ccccc2)c2ccccc2)c2cn[nH]c2n1	4.1*	24	58	62	44	44	68	33
N#Cc1ccc(Oc2ccc(C#N)c(C#N)c2)cc1C#N	117	136	91	95	105	113	103	106
CC(C)(C)c1cc(C[P+](c2ccccc2)(c2ccccc2)c2ccccc2)cc(C(C)(C)C)c1O	-22*	3.5*	16	28	3.4*	-4.2*	-0.9*	-2.6*
CCN(CC)CCOc1ccc2c(c1)O/C(=C\c1cccc(OC)c1)C2=O	108	82	nt	89	97	92	94	100
O=C(O)c1ccccc1/C=C\c1ccccc1	nt	100	95	111	97	100	109	106
CS(=O)(=O)c1ccc(-c2nc3ccccc3n2CC(=O)N/N=C/c2ccccc2)cc1	99	92	102	98	89	82	96	112
CCN(CC)Cc1ccc(CNc2cc(OC)nc3nc(C)nn23)cc1	91	nt	98	97	99	97	109	99
Cc1ccc(C(=O)COC(=O)c2ccc3c(c2)C(=O)N(c2cccc4ncccc24)C3=O)cc1	94	101	104	106	90	117	111	105
NS(=O)(=O)c1ccc(-n2ncc3c(=O)[nH]c(CN4CCN(c5cc6c(cc5F)c(=O)c(C(=O)O)cn6C5CC5)CC4)nc32)cc1	97	96	98	86	95	106	69	95
O=C(CSc1nc2ccc([N+](=O)[O-])cc2[nH]1)Nc1ccc(F)c(Cl)c1	6.0*	12	20	31	9.2*	nt	-0.1*	-15*
Cn1c(=O)c2[nH]c(SCC(=O)c3ccccc3)nc2n(C)c1=O	99	nt	95	95	89	97	93	95

One compound at a time, as listed above. Screens in order: SR	K-562	HS 578T	MDA-MB-231	MCF7	T-47D	BT-549	MDA-MB-468
Entry for Nc1nc(N(Cc2ccccc2)c2ccccc2)c2cn[nH]c2n1 → 4.1*	24	58	62	44	44	68	33
Entry for N#Cc1ccc(Oc2ccc(C#N)c(C#N)c2)cc1C#N → 117	136	91	95	105	113	103	106
Entry for SCCc1ccccc1 → 82	105	112	99	104	100	107	112
Entry for CC(C)OC(=O)Nc1ccc(F)c(C(F)(F)F)c1 → 103	102	111	101	94	100	123	93

(next part)
SMILES	SR	K-562	HS 578T	MDA-MB-231	MCF7	T-47D	BT-549	MDA-MB-468
N#Cc1c(-c2ccc(Cl)cc2)n2c(nc1=O)SC(=O)C2=O	91	108	112	99	99	101	111	100
NC(=O)Nc1ccccc1	92	112	100	109	98	108	114	101
COc1ccc2cc(-c3nn(-c4ccc(C(=O)O)cc4)cc3CO)ccc2c1	91	nt	97	111	91	99	93	109
COc1ccc(CNC(=O)CSc2nc3ccccc3c(=O)n2CCc2ccc(S(N)(=O)=O)cc2)cc1OC	102	101	105	108	94	99	108	97
CCOCCC(CC)CC(C)C (configuration not stated)	106	nt	133	114	103	105	nt	105
Clc1ccccc1C(c1ccccc1)(c1ccccc1)n1ccnc1	19	17	58	59	18	13	42	2.9*
CCOC(=O)C(N)Cc1c[nH]c2ccccc12 (configuration not stated)	99	98	88	107	92	85	99	107
CCOP(=O)(OCC)[C@H](Nc1ccc(F)cc1)c1cccc(C)c1	101	102	111	110	113	nt	108	101
C=C1C[C@H](N(C(=O)C(F)(F)F)c2cccc(C(=O)N(C)OC)c2)[C@@H](NC(c2ccccc2)c2ccccc2)[C@]1(C#N)CC	88	67	88	78	76	44	107	57
CCOC(=O)c1cn2c3c(cc(C)cc3c1=O)C(=O)/C(=C/c1ccccc1)C2	nt	80	103	87	87	82	84	85
O=[N+]([O-])c1cc2ncccc2c2ncccc12	74	49	104	61	61	75	90	89
COc1cc(C2CC(c3cccc(Nc4ccncc4)c3)=NN2c2cc(Cl)cc(Cl)c2)cc(OC)c1OC (configuration not stated)	0.5*	-1.1*	0.3*	20	-51*	27	104	-12*
O=S(=O)(C/C(=N/O)c1ccc(Cl)cc1)c1ccccc1	94	109	119	111	90	94	94	nt
CCCc1nc2ccccc2c(=O)n1Cc1nnc(C)o1	nt	115	102	100	101	86	105	92
NS(=O)(=O)c1cc2c(cc1Cl)NC=NS2(=O)=O	96	120	118	113	97	98	96	108

A second format for 4 compounds above:
structure: CCOC(=O)C(N)Cc1c[nH]c2ccccc12 (configuration not stated)
  SR: 99 | K-562: 98 | HS 578T: 88 | MDA-MB-231: 107 | MCF7: 92 | T-47D: 85 | BT-549: 99 | MDA-MB-468: 107

structure: CCOP(=O)(OCC)[C@H](Nc1ccc(F)cc1)c1cccc(C)c1
  SR: 101 | K-562: 102 | HS 578T: 111 | MDA-MB-231: 110 | MCF7: 113 | T-47D: nt | BT-549: 108 | MDA-MB-468: 101

structure: C=C1C[C@H](N(C(=O)C(F)(F)F)c2cccc(C(=O)N(C)OC)c2)[C@@H](NC(c2ccccc2)c2ccccc2)[C@]1(C#N)CC
  SR: 88 | K-562: 67 | HS 578T: 88 | MDA-MB-231: 78 | MCF7: 76 | T-47D: 44 | BT-549: 107 | MDA-MB-468: 57

structure: CCOC(=O)c1cn2c3c(cc(C)cc3c1=O)C(=O)/C(=C/c1ccccc1)C2
  SR: nt | K-562: 80 | HS 578T: 103 | MDA-MB-231: 87 | MCF7: 87 | T-47D: 82 | BT-549: 84 | MDA-MB-468: 85

(cont.)
SMILES	SR	K-562	HS 578T	MDA-MB-231	MCF7	T-47D	BT-549	MDA-MB-468
Clc1ccc(CN(Cc2ccc(Cl)cc2)Cc2ccc(Cl)cc2Cl)cc1	104	107	105	112	82	85	nt	83
O=c1[nH]c(N2CCCCC2)nc2sc3c(c12)CCCC3	103	107	105	109	98	77	99	104
CC(C)OC(=O)Nc1cccc(F)c1	98	110	101	94	96	97	101	89
O=C(CC(C(=O)O)C(c1ccccc1)[N+](=O)[O-])c1ccccc1 (configuration not stated)	105	97	93	109	92	99	108	89
COC(=O)C1(CC(=O)C(c2ccccc2)c2ccccc2)NC(=S)NC(=O)C1C#N (configuration not stated)	96	106	91	110	94	104	107	91
COc1cc(-c2ncn(/C=C\C(=O)OC(C)C)n2)cc(C(F)(F)F)c1	2.5*	3.6*	-7.7*	nt	-24*	16	-63*	-41*
COc1cc2c(cc1OC)C1(NCC2)C(=O)N(Cc2ccc(F)cc2)c2ccccc21 (configuration not stated)	92	88	89	85	98	76	92	93
CCCCCc1c(C)[nH]c(/C=C2\N=C(c3ccc[nH]3)C=C2Oc2ccc(Cl)cc2)c1C	-9.4*[100 µM]	0.9*[100 µM]	3.3*[100 µM]	-39*[100 µM]	-69*[100 µM]	-38*[100 µM]	0.4*[100 µM]	-16*[100 µM]
O=C(CSc1nc2ccccc2[nH]1)NCc1ccccc1	nt	nt	98	103	96	92	105	101
CCCCCC[C@](C)(O)[C@H]1CC[C@H]2[C@@H]3C[C@H](O)[C@H]4C[C@@H](O)CC[C@]4(C)[C@H]3CC[C@@]21C	70	41	109	109	92	88	131	93
O=C1CNC(=O)N1c1ccccc1	92&81	102&95	103&98	107&101	98&92	89&81	100&93	90&97
CCCCCC(/C=N\NC(=S)N/N=C/C(=C/c1ccccc1)CCCCC)=C\c1ccccc1	56	20	74	66	76	84	83	47
O=C(CNc1cccnc1)Nc1ccc(Cl)cc1	nt	nt	101	109	nt	118	88	105
N/C(=N\c1nc2ccccc2s1)NC(=O)NC(CO)CO	100	99	106	106	92	97	103	105
COc1ccc(-c2cc(C(=O)c3cc(C)c(C)cc3O)cn(NC(C)=O)c2=O)cc1	99	65	88	79	74	56	91	79

A portion from further up:
SMILES	SR	K-562	HS 578T	MDA-MB-231	MCF7	T-47D	BT-549	MDA-MB-468
O=c1[nH]c(N2CCCCC2)nc2sc3c(c12)CCCC3	103	107	105	109	98	77	99	104
CC(C)OC(=O)Nc1cccc(F)c1	98	110	101	94	96	97	101	89

Further results follow.
SMILES	SR	K-562	HS 578T	MDA-MB-231	MCF7	T-47D	BT-549	MDA-MB-468
CC/C=C\C[C@H](O)C/C=C1/C(=O)C=C[C@@H]1C/C=C\CCCC(N)=O	-27*	-1.1*	55	20	7.7*	1.3*	-13*	-33*
O=C(Nc1nc2ccc(F)cc2s1)c1cc(-c2ccc(F)cc2)n2nc(-c3ccccc3)cc2n1	35	100	73	83	81	75	88	92
CC(C)N1C(=O)c2ccccc2C1=O	99	107	88	107	96	nt	nt	110
CCC(C)C(C(=O)O)N1C(=O)/C(=C/c2ccc3c(c2)CCCN3C)SC1=S (configuration not stated)	113	109	104	113	94	96	106	108
CCOC(=O)c1c2c(n(-c3ccc(C)c(C)c3)c1-c1ccccc1)C=CCC2	81	84	94	96	99	72	110	94
O=C(/C=C\c1cccc([N+](=O)[O-])c1)/C=C/c1cccc([N+](=O)[O-])c1	44	71	91	90	19	98	89	91
Cc1nc2c(=O)nc3s/c(=C\c4ccc(N(C)C)cc4)c(=O)n3c2nc1C	100	104	107	103	96	96	102	nt
CSC1=NC(c2ccccc2)C(C(C)=O)=C(C)N1 (configuration not stated)	104	108	99	102	96	103	nt	110
COc1cc2c(cc1O)[C@H]1[C@H](c3ccccc3Cl)OC(=O)N1CC2	96	79	98	100	97	67	99	76
C[N+]1(CC[N+]2(C)CC3CCCCC3C2)CCCCC1 (configuration not stated)	87	90	nt	115	98	96	99	105
Clc1ccc(/C(=N/N2CCCCCC2)c2ccccc2)cc1	77	91	102	121	111	98	nt	95
NS(=O)(=O)c1ccc(Nc2nc(N/N=C/c3ccc(F)cc3)nc(Nc3ccccc3)n2)cc1	58	55	41	62	29	21	67	54
COc1ccccc1CCC(=O)N[C@@H]1CCCN(c2ccc(C(F)(F)F)cn2)C1	94	80	92	99	104	102	102	95
CSC1=Nc2c(c(C)c(-c3ccccc3)n2CCCCCC(=O)O)C2=NC(=O)CN12	111	101	112	119	92	101	98	62

High-throughput results (PubChem BioAssay)
